Assay outcomes deposited in PubChem BioAssay by several laboratories.
Shn3 inh set2: Schnurri-3 reporter inhibition in Clone20 osteoblasts | inhibition, % at 12.5 µM | Clone20 osteoblast Shn3 3'UTR firefly luciferase, 24 h | hit rate 0.52% among 360,000;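 active = mean inhibition of at least 75% with every replicate also reaching 75%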;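 also: 0% = median of neutral control wells and 100% = pilot-screen positive control compound; some compounds past the cut are filed as inactive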
NR2E3 ag-1: activates human photoreceptor nuclear receptor NR2E3. hit rate 0.12% among 320,000. inhibition of corepressor binding, % at 4.78 µM. Q9Y5X4. AID 2300. GST-NR2E3/biotin-RetCOR TR-FRET, 1536-well;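 active = percent inhibition above the cutoff of mean plus 3 SD of all tested compounds, set per screening campaign, cut at about 20% in these data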;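 also: 0% = DMSO wells and 100% = biotin wells as full block of FRET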
Target sequence (Q9Y5X4 whole entry, looked up): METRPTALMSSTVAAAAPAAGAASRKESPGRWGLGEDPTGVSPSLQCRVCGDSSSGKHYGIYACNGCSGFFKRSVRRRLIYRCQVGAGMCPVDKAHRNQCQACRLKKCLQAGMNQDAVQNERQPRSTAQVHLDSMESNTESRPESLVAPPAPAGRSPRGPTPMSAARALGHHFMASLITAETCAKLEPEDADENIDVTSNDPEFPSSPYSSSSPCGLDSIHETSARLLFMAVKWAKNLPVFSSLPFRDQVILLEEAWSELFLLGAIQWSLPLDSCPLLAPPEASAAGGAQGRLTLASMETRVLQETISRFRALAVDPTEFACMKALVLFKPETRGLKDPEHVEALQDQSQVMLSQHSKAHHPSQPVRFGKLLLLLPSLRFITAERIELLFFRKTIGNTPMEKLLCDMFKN
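Material: NR2E3–RetCOR corepressor complex / Amount: 1.35 nM GST-NR2E3 / Medium: Tris pH 7.5 / Compound: single nominal compound dose of 4.8 µM / Incubation: 5 h at 4 °C / Technique: TR-FRET, Eu(K)-anti-GST donor, streptavidin-D2 acceptor, ex 340, em 617/671 nm / Read-out basis: percent loss of FRET ratio relative to control wells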
iPSC survival up: increases survival of single human iPS cells; hiPSC single-cell survival, ATPlite luminescence; 100% = ROCK inhibitor wells, 0% = DMSO; hit rate 0.044% among 360,000; survival enhancement, % at 20 µM; in the data active = survival enhancement above about 18%;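 also: cells exposed to compounds for 16 hours before the ATP read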
TWEAK Fn14 block: TWEAK-Fn14 signaling inhibition. TWEAK-stimulated Fn14 reporter cells, luciferase luminescence, 8 h. inhibition, % at 10 µM. hit rate 2% among 360,000; in the data active = inhibition above about 50%
MITF TRPM1 inh: inhibitors of MITF-driven TRPM1 promoter in melanoma cells; SK-MEL-5 TRPM1 promoter luciferase, 24 h; inhibition, % at 12.5 µM; hit rate 0.83% among 330,000; AID 488899;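 active = mean inhibition across replicates of 60% or more, whatever share of single replicates reaches that level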; also: values of inactives mirror those of a sister screen read the other way
aDG glyco up: increases alpha dystroglycan glycosylation. Pro5-aDG cells, alpha-DG glycosylation AlphaScreen (IIH6); 0% Pro5, 100% B10-LARGE cell signal. activation, % at 10 µM. hit rate 0.22% among 360,000. AID 624168;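 active = activation of at least 8% versus controls, or a plate z-score of at least 8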;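 also: Pro5 are CHO cells carrying HIG-tagged alpha-DG that lacks glycosylation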
NR2E3 ag-2: agonists of human NR2E3 nuclear receptor; Q9Y5X4; CHO-S Gal4-NCOR/VP16-NR2E3 two-hybrid, luciferase; inhibition of corepressor binding, % at 3.98 µM; hit rate 0.35% among 360,000; AID 602229;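 active = inhibition above the mean of all tested compounds plus 3 SD, cut at about 70% in these data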;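 also: 0% = DMSO with NR2E3 transfected cells and 100% = cells lacking NR2E3 construct; higher means lower luciferase signal from less NR2E3 corepressor binding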
KKLEB tox: counter-screen for CF NF-kB inhibitors: cytotoxicity. KKLEB CF airway cells viability, ATPlite luminescence, overnight; hits give low values; cells stimulated with P. aeruginosa culture filtrate. activity change (cytotoxicity), % at 5 µM. hit rate 0.36% among 360,000. AID 602141;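 active = corrected activity change at or below -50% at 5 µM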
HIF-2a inh: inhibitors of HIF-2a. AID 624352. hit rate 0.72% among 360,000. inhibition, % at 18.8 µM. 786-0 RCC cells HIF-2a reporter, luciferase luminescence, overnight;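 active = inhibition of the luminescence signal of 40% or more relative to plate controls, in a single-dose primary screen at 18.75 µM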
Peg3 promoter: Peg3 promoter activity inhibition; HeLa PEG-Prom luciferase reporter, luminescence, overnight; inhibition, % at 20 µM; hit rate 1.7% among 360,000; AID 588405;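 active = inhibition of at least 50% at 20 µM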
CF NFkB block: inhibitors of cystic fibrosis induced NF-kB; inhibition, % at 5 µM; hit rate 0.86% among 360,000; KKLEB NF-kB-GFP reporter, PAF-induced, GFP fluorescence overnight;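 active = at least 50% inhibition at 5 µM, scaled per plate between neutral and stimulator controls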;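 also: PAF is a Pseudomonas aeruginosa culture filtrate used as stimulus; plate controls were PAF-stimulated DMSO wells for no effect and unstimulated DMSO wells for full effect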
* hit, by the source's call; . = not tested or not shown. Outcome played no part in choosing rows; about 4.4% have a hit in one of these screens.

SMILES	Shn3 inh set2	NR2E3 ag-1	Peg3 promoter	iPSC survival up	NR2E3 ag-2	HIF-2a inh	MITF TRPM1 inh	CF NFkB block	TWEAK Fn14 block	aDG glyco up	KKLEB tox
COc1ccc(-c2nnc3sc(COc4ccc(C)cc4)nn23)cc1	9	3	4	1.1	-5	-9	6	-15	-16	0.6	-3
CCOC(=O)c1c(NC(=O)CC2SC(N)=NC2=O)sc(C)c1C (stereo not drawn)	6	1	10	1.1	-3	23	14	3	-5	0.3	3
CCc1cc(C(=O)Nc2ccccc2)cs1	-36	0	-261	-0.5	-2	-389	-56	-4	7	-0.2	10
O=C(Nc1ccc2c(c1)OCO2)c1c(F)cccc1F	-51	2	-225	-0.3	-93	-130	-70	-2	9	-0.3	-9
Cc1ccc(N2CC(C(=O)Nc3cc(C)ccc3F)CC2=O)cc1 (stereo not drawn)	-13	2	8	2.5	-6	11	2	4	-13	0.0	-2
CCOC(=O)C1CCN(C(c2cc3c(C)ccc(C)c3[nH]c2=O)c2nnnn2C2CCCCC2)CC1 (stereo not drawn)	9	5	33	7.7	-19	-2	-4	10	33	0.0	-18
CCC(NC(=O)CCc1c(C)c2cc3c4c(oc3cc2oc1=O)CCCC4)C(=O)O (stereo not drawn)	27	-4	-43	0.0	6	36	.	7	46	-0.1	3
CC1=C(C(=O)Nc2ccccc2)C(c2ccncc2)C(C#N)=C(SCC(=O)NC(C)C)N1 (stereo not drawn)	-9	-3	7	-0.4	-18	3	6	-2	4	0.1	-6
O=C(O)C1C2C=CC(C3CC23)C1C(=O)NCCc1ccccc1 (stereo not drawn)	-26	1	-54	-4.0	-35	-129	-7	6	-8	-0.1	-1
CSc1ccccc1C(=O)NCCCn1ccnc1	-19	-1	18	4.3	-13	11	-3	0	-7	0.1	-2
O=C(O)CCCCCN1C(=O)C(=O)/C(=C(/O)c2ccccc2)C1c1ccccc1 (stereo not drawn)	-5	.	16	-1.2	-24	1	2	-10	-39	-0.2	0
CCOc1cc(N2CCOCC2)c(OCC)cc1NC(=O)c1oc2ccccc2c1C	5	-3	9	0.7	-10	14	8	-2	6	-0.4	-7
CC(C)C1Cc2c(sc(NC(=S)NC(=O)c3ccccc3)c2C#N)CO1 (stereo not drawn)	8	7	-47	3.8	-13	-48	-1	2	-17	-0.2	4
CC(C)(C)OC(=O)N1CCC[C@H]1c1nnc(SCc2c(F)cccc2Cl)o1	-10	4	19	-0.3	-13	22	-17	23	3	0.2	-10
CCc1ccc(/C(C)=N/NC(=O)CNC(=O)/C=C/c2ccco2)cc1	-2	5	-4	0.9	-3	14	-7	-18	66*	0.0	-1
Cc1cc(NC(=O)c2ccccc2)sc1C	-56	1	-232	-2.7	-125	-67	-28	1	16	0.0	8
COc1ccc(C(=O)Cn2c(N3CCCCC3)nc3c2c(=O)n(C)c(=O)n3C)cc1OC	4	.	11	-0.7	12	18	3	16	15	0.1	-6
CCCOc1ccc(S(=O)(=O)NCc2ccc(OC)cc2)cc1	11	1	10	-0.9	50	14	-13	-5	-2	5.4	5
CCC(Oc1cc(Cl)ccc1Cl)C(=O)NN1C(=O)C2C3CCC(C3=C(C)C)C2C1=O (stereo not drawn)	4	3	23	-0.3	-22	12	-7	9	4	0.6	2
CCc1ccc(OCC(=O)NNC(=O)C2CCN(c3ncnc4sc(C)c(C)c34)CC2)cc1	10	-2	1	-0.1	-26	3	10	7	32	0.1	-5
CCOC(=O)C1CCN(c2ccccc2CN2CCN(c3ccccc3OCC)CC2)CC1	25	-1	92*	0.3	-3	-29	7	33	23	-0.2	-15
CCN(CC)c1ccc(-n2c(O)c(C=C3N=c4ccccc4=N3)sc2=S)cc1	-24	-2	9	0.5	-25	14	5	0	-10	-0.2	7
CCCOc1cc(N(CC)CC)ccc1/C=C(/C#N)c1nc2ccc(C)cc2[nH]1	9	-6	10	1.4	-16	2	7	-104	-36	-0.2	-8
COc1cc(C(=O)OCC(=O)NC2CC2)cc(OC)c1OC	-7	4	9	-1.8	-14	0	-4	-4	4	0.1	2
C/C=C(\C)CN1CCC(Oc2cc(C(=O)NC3CC3)ccc2OC)CC1	-5	0	15	-0.4	-10	17	-4	-28	3	0.0	21

SMILES	Shn3 inh set2	NR2E3 ag-1	Peg3 promoter	iPSC survival up	NR2E3 ag-2	HIF-2a inh	MITF TRPM1 inh	CF NFkB block	TWEAK Fn14 block	aDG glyco up	KKLEB tox
O=C(N/N=C/c1ccc(Cl)s1)c1ccccc1[N+](=O)[O-]	14	1	10	1.2	-18	8	1	10	-3	0.0	-12
COc1ccc(CCNC(=O)C2CCN(S(=O)(=O)c3cnc[nH]3)CC2)cc1OC	5	-1	11	1.3	3	11	-1	12	-14	0.4	-2
COC(=O)c1ccc(OCC(O)CN2CCC(C)CC2)cc1 (stereo not drawn)	-17	1	-14	-3.6	-2	8	5	-19	-27	1.3	6
O=C(COC(=O)COc1ccc(Cl)cc1Cl)NC1CCS(=O)(=O)C1 (stereo not drawn)	-62	.	9	0.7	-12	10	2	6	17	-0.1	-6
COc1cc(-c2noc(C)c2/C=C/c2ccc(N)cc2)cc(OC)c1OC	3	4	-51	-2.6	33	31	63*	40	9	-0.5	-39
COc1ccc(-n2c3c(cc(C(=O)N4CCC(C)CC4)c2=O)C(=O)CC(C)(C)C3)cc1	-8	1	0	-1.8	-14	13	9	5	-5	0.3	-18
O=C(c1ccco1)N1N=C(c2ccco2)CC1c1ccc(Cl)cc1Cl (stereo not drawn)	62	2	10	-4.8	3	5	3	8	-3	0.1	-4
COc1ccc(NC(=S)Nc2cccc(S(=O)(=O)N3CCCCC3)c2)cc1	15	0	15	-1.8	-20	-7	7	1	-3	-0.2	1
Cc1cc(C)nc(/N=C2\NC(=O)CC(C(=O)O)N2c2ccc(Cl)cc2Cl)n1 (stereo not drawn)	1	2	7	-1.1	21	11	-4	-8	9	-0.2	1
N#CC1=C(N)Oc2n[nH]c(-c3cccs3)c2C1C1C=CCCC1 (stereo not drawn)	-18	1	31	-3.3	-39	27	10	18	9	-0.1	-2
CCCCC/C(=N\NC(=O)Nc1ccccc1)c1ccccc1	3	2	-2	-2.1	1	5	3	6	7	0.9	11
COc1cccc(-c2c(C(=O)N/N=C/C3CC=CCC3)nnn2-c2nonc2N)c1 (stereo not drawn)	6	2	3	-0.4	-27	7	6	8	-29	-0.2	5
Cc1ccsc1C(=O)N1CCCC(N(C)Cc2ccccc2)C1 (stereo not drawn)	1	5	-3	-0.2	-5	-7	-13	7	2	-0.2	4
c1ccc(COc2cccc(-c3cc4nc(NCCCn5ccnc5)ccn4n3)c2)cc1	12	.	26	8.0	0	-38	.	-16	12	0.7	-10
O=C(Nc1ccc(S(=O)(=O)N2CCC(C(=O)NC3CCCCC3)CC2)cc1)c1ccco1	7	1	-1	-0.1	9	6	-8	2	1	0.1	-3
N[C@@H](Cc1ccc(O)cc1)c1nnc([C@H](CC(=O)O)NC(=O)C2CCNCC2)o1	2	3	-5	2.4	14	4	-6	-7	3	0.1	-20
CCOc1ccccc1CNC(=O)Cn1ccc2cc(S(=O)(=O)N3CCCCCC3)ccc21	43	1	20	0.6	-6	25	3	4	19	2.3	-3
CCn1c(=S)sc2c(=O)n(-c3ccccc3)c(=S)[nH]c21	8	-4	13	-0.5	-13	4	7	14	-17	-0.2	-6
O=C(CN1C(=O)NC2(CCCc3ccccc32)C1=O)N1CCc2ccccc2C1 (stereo not drawn)	3	1	-4	-1.0	6	1	2	-4	-1	-0.1	8
COc1ccc(C(=O)OCc2nc(N)nc(Nc3ccccc3C)n2)cc1OC	0	1	9	3.9	21	18	-8	12	-1	-0.3	-3
CC(C)(C)c1ccc(Oc2ccc(N)cc2)cc1	79	1	77*	3.0	63	94*	92*	-16	99*	-0.4	3
CC(C)C(=O)Nc1ccc(C(=O)Nc2nnc(C(C)C)s2)cc1	-44	3	-122	-0.1	-36	-115	-24	7	-8	-0.4	-1
CCCCn1c(SCC(=O)N(C)C2CCS(=O)(=O)C2)nc2cc(S(N)(=O)=O)ccc21 (stereo not drawn)	2	0	13	-0.6	-8	12	4	10	-8	0.0	-45
CCN(CC)CCNc1ccnc2cc(Cl)ccc12	23	2	-2	-2.0	-22	0	-11	1	-24	1.2	-7
O=C(Nc1nnc(C2CC2)s1)c1cc([N+](=O)[O-])ccc1N1CCCCC1	19	-1	4	2.7	-6	4	5	-12	-18	0.0	-4
O=C(NCC(c1ccco1)N1CCOCC1)c1ccccc1 (stereo not drawn)	1	1	-4	-0.4	22	-12	-1	6	3	0.1	-1
Cc1ccccc1CCN(CC(=O)NC1CCCCC1)C(=O)c1csnn1	8	0	6	-0.8	-12	9	14	1	-8	0.5	-7

Printed as active in HIF-2a inh, among the entries above:
| canonical_smiles | Shn3 inh set2 | NR2E3 ag-1 | Peg3 promoter | NR2E3 ag-2 | HIF-2a inh | MITF TRPM1 inh | CF NFkB block | TWEAK Fn14 block | aDG glyco up |
| --- | --- | --- | --- | --- | --- | --- | --- | --- | --- |
| CC(C)(C)c1ccc(Oc2ccc(N)cc2)cc1 | 79 | 1 | 77* | 63 | 94* | 92* | -16 | 99* | -0.4 |
